Bioassay records from PubChem BioAssay.
APJ agonist = agonists of human APJ apelin receptor; AID 2520; activation, % at 20 µM; CHO-K1 APJ PathHunter beta-arrestin, luminescence; 0% DMSO wells, 100% apelin; 330,000 tested, 0.11% active;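 active means activation more than six SD over the plate average, tested at 20 µM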;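 further: 0% = DMSO alone and 100% = apelin-13 at 10 nM; some results filed as inactive read as strong as hits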
Target sequence (P35414 whole entry, looked up): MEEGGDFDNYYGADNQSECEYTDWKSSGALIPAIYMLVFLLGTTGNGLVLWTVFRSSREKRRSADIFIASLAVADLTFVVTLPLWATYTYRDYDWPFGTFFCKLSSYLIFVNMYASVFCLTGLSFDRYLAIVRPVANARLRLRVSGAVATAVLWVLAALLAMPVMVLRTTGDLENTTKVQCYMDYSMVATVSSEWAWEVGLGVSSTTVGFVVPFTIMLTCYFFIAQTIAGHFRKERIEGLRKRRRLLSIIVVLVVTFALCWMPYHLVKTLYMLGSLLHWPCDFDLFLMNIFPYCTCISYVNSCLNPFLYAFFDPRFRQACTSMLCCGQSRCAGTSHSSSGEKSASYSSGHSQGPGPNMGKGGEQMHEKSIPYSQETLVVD
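assay system = CHO-K1 APJ beta-arrestin complementation cell line | input = cell density 1000 per well | dosing = compound 20 µM once, DMSO 1% | timing = compound 90 min 25 °C, reagent 1 h | measured by = luminescence from split beta-galactosidase complementation, Galacton Star/Emerald II substrate | read-out basis = APJ agonist activity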
APJ antag = blocks the human apelin receptor APJ; P35414; CHO-K1 APJ beta-arrestin complementation, luminescence; inhibition, % at 20 µM; 330,000 tested, 0.32% active; AID 2521;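 active means inhibition above about 40% at 20 µM, limit read from the data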;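 further: cells challenged with 10 nM apelin-13 agonist together with compound; plate controls were apelin-13 plus DMSO wells for no effect and DMSO wells lacking apelin-13 for full effect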
CCR6 antagonist = CCR6 (human) receptor antagonism; CHO-K1 CCR6 PathHunter beta-arrestin, luminescence, CCL20-stimulated; P51684; 340,000 tested, 0.49% active; inhibition, % at 20 µM;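 active means compounds whose inhibition of the agonist-driven luminescence signal at 20 µM reaches about 50%, limit read from the data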;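 further: cells stimulated with CCL20 at 14 nM final; plate controls were DMSO with CCL20 for no effect and DMSO without agonist for full effect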
Target sequence (P51684 whole entry, looked up): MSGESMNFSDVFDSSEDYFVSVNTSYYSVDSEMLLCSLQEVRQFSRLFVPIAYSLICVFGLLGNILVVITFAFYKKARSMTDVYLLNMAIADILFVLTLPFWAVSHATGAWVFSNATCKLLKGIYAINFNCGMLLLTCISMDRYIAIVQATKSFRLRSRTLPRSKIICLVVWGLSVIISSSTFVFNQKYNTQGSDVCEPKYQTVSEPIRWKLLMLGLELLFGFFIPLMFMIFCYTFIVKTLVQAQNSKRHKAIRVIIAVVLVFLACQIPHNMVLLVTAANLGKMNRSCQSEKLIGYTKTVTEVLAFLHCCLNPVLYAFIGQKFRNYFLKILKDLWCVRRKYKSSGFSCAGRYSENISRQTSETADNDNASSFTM
ATG4B inhibitor = blocks human ATG4B protease cleavage of LC3 substrate; Q9Y4P1; ATG4B cleavage of LC3-PLA2, NBD-HPC fluorescence, 1 h; inhibition, % at 8.33 µM; 340,000 tested, 0.51% active; AID 504462; in the data active means inhibition above about 40%
EBI2 antag = EBI2 (human) antagonism. 360,000 tested, 0.81% active. inhibition, % at 5 µM. EBI2 beta-arrestin recruitment, luminescence, 7a,25-OHC stimulated. P32249; in the data active means inhibition above about 38%;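 further: enzyme fragment complementation signal reports receptor beta-arrestin coupling in cells; 0% = agonist plus DMSO wells and 100% = wells without agonist; some results beyond the cut were filed as inactive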
CXCR6 inh = blocks human CXCR6 beta-arrestin recruitment | O00574 | CHO-K1 PathHunter CXCR6 beta-arrestin, luminescence | inhibition, % at 20 µM | 360,000 tested, 0.36% active; in the data active means inhibition above about 34%, passing the limit was not always enough;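 further: antagonist mode with CXCL16 agonist at 10 nM final; 0% = 10 nM CXCL16 with DMSO and 100% = unstimulated wells without agonist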
Gli-Sufu block = Gli-Sufu pathway antagonism; Sufu-KO-LIGHT fibroblasts, Gli luciferase reporter luminescence; inhibition, % at 5 µM; 340,000 tested, 0.74% active; AID 588413;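 active means inhibition above about 55%, limit read from the data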;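 further: 0% = DMSO-treated cells and 100% = wells with medium but no cells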
UBC13 inh = blocks human UBC13 polyubiquitin chain formation; P61088; TR-FRET; inhibition, % at 20 µM; 330,000 tested, 0.47% active; AID 485273; in the data active means inhibition above about 45%, passing the limit was not always enough
Target sequence (P61088 whole entry, looked up): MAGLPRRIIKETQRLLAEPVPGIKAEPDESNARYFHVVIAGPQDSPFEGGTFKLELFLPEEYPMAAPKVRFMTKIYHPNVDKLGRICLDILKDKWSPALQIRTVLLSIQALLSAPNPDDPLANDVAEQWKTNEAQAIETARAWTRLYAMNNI
Active calls of the source: *; x = no result given. Rows are unselected, and some 3% of all compounds hit somewhere here.

SMILES | APJ agonist | APJ antag | CCR6 antagonist | ATG4B inhibitor | EBI2 antag | CXCR6 inh | Gli-Sufu block | UBC13 inh
O=C([C@@H]1Cc2ccccc2CN1)N1CCN(Cc2ccccc2)CC1 | -1.2 | 0.1 | 7.1 | -4.9 | -3.8 | 3.3 | 7.9 | 4.6
O=C(COc1ncnc2ccccc12)NC1CCCC1 | 0.5 | -0.4 | 9.2 | 2.4 | -2.9 | 2.9 | -5.4 | 4.8
Cn1ncc([N+](=O)[O-])c1C(=O)Nc1cccc2ccccc12 | 1.1 | -8.9 | -2.2 | -14.0 | -3.4 | -5.4 | -12.2 | 1.8
CCC(CC)C(=O)N1CC(=O)Nc2ccc(F)cc2C1c1ccccc1 (stereo unspecified) | 1.4 | -0.8 | 7.7 | 5.6 | 4.3 | 0.4 | 5.2 | -4.9
CC(C)(C)NC(=O)CN(C(=O)C(=O)Nc1ccc2c(c1)OCCO2)N1CCOCC1 | -0.6 | -18.9 | -0.7 | -4.5 | 1.7 | 0.5 | 5.0 | 4.7
CCOC(=O)C1(Cc2ccccc2C)CCCN(Cc2cn(C)nc2C)C1 (stereo unspecified) | 0.3 | 5.7 | 7.5 | -6.3 | 11.1 | -3.1 | 21.9 | 0.9
COc1cccc(CN2CC(C(=O)NCCc3ccccc3C(F)(F)F)CCC2=O)c1 (stereo unspecified) | -2.3 | 26.9 | 8.7 | 20.8 | -3.1 | -4.9 | -0.7 | 0.4
COc1ccc(COCC(O)CN2CCN(S(=O)(=O)c3c(F)cccc3F)CC2)cc1OC (stereo unspecified) | x | x | -3.7 | -6.3 | -8.7 | -0.2 | 8.9 | x
Cc1nn(Cc2ccccc2Cl)c(C)c1NC(=O)c1nc2ncccn2n1 | -2.2 | -1.1 | -10.2 | -4.8 | 14.6 | 5.4 | -6.6 | 8.2
Cc1ccc(C2(C)NC(=O)N(CC(=O)Nc3ccccc3N3CCCCC3)C2=O)cc1 (stereo unspecified) | -1.9 | 18.8 | 4.9 | 4.2 | -3.4 | -3.7 | -0.8 | 2.9
COC(=O)CNC(=O)CN1C(=O)N(c2cccc(Cl)c2)C(N(O)C(=O)Nc2cccc(Cl)c2)C1(C)C (stereo unspecified) | 2.6 | 15.0 | 19.0 | 3.1 | -3.0 | 5.9 | -2.1 | 8.4
O=S(=O)(Nc1ccncc1Cl)c1cc(Cl)ccc1Cl | -4.1 | -13.0 | -19.6 | -6.5 | -7.9 | -1.5 | -4.8 | -8.0
O=C(COC(=O)c1ccccc1O)NC(c1ccccc1)c1ccccc1 | -7.1 | 2.9 | 12.5 | -4.9 | -0.8 | 2.4 | -7.9 | 32.3
Cc1cc(C)cc(NC(=O)Nc2cnccn2)c1 | 0.0 | 10.3 | -0.8 | -3.3 | 3.6 | -2.2 | 5.8 | -0.5
NC(=O)Nc1cc(Cl)ccc1Cl | 2.8 | 6.7 | 1.8 | -1.7 | -2.6 | -12.1 | 1.4 | 8.4
CC(C)C1CC(O)(C2(O)CCCCC2)ON1 (stereo unspecified) | 1.2 | 2.1 | -1.9 | -5.5 | -1.8 | -2.2 | -2.5 | -1.9
CN1CCN(C(=O)c2c(O)c3cccc4c3n(c2=O)CCC4)CC1 | 1.1 | 4.5 | -0.6 | 1.9 | -2.9 | -1.5 | -11.1 | -3.3
CCCNC(=O)C(=O)NCc1ccccn1 | -3.3 | -5.7 | -11.6 | -4.4 | -8.6 | -9.8 | -2.2 | -7.3
Cc1noc(NS(=O)(=O)c2ccc(NS(=O)(=O)c3ccc(Cl)cc3)cc2)c1C | -4.0 | 1.2 | -5.7 | 1.9 | -3.7 | -4.5 | 2.1 | 10.4
CCOc1ccc(NS(=O)(=O)c2ccc(C(=O)NCC(c3ccc(OC)cc3)N3CCCC3)cc2)cc1 (stereo unspecified) | 8.5 | 13.8 | 13.7 | -17.0 | 4.4 | -11.7 | 33.2 | 17.8
Cc1ccc(C(=O)/C=C2/NC(=O)CS2)cc1 | -2.2 | 10.8 | 13.3 | -12.4 | -14.5 | -0.2 | -27.4 | 2.6
COc1ccc(NC(=O)COC(=O)c2ccc3ccccc3n2)cc1OC | -5.4 | 6.1 | -4.5 | -2.7 | -5.8 | -14.9 | -6.1 | -16.9
O=S(=O)(c1ccc2ccccc2c1)N1CCN(Cc2ccccn2)CC1 | -3.8 | -0.4 | 1.2 | -12.6 | -2.5 | -1.2 | 4.5 | 4.8
CC(C)OCCCn1c(=O)c2ccccc2n2c(CCC(=O)NCc3ccccn3)nnc12 | -2.3 | 5.4 | -2.2 | -2.6 | 8.3 | 7.0 | -0.9 | -0.8
O=C(COc1ccc(Br)cc1)N1CCN(c2ncccn2)CC1 | -4.3 | -6.1 | -4.3 | -7.0 | 93.9* | -8.5 | -5.6 | 0.6
CC(=O)N1CCc2cc(S(=O)(=O)CCC(=O)NCc3ccc4c(c3)OCO4)ccc21 | 1.0 | 21.2 | 16.7 | -15.8 | -5.8 | 2.2 | 2.9 | 3.7
Clc1ccccc1-c1nnc2sc(-c3ccco3)nn12 | -1.3 | -1.0 | 14.2 | -4.8 | 4.5 | 7.9 | -6.0 | 0.8
CC(C)NC(=O)N(C)C[C@H]1Oc2c(NC(=O)Nc3ccccc3)cccc2C(=O)N([C@H](C)CO)C[C@@H]1C | -1.2 | 6.3 | -4.4 | -1.1 | -1.0 | -2.6 | 6.6 | -0.2
COc1ccccc1NC(=O)CCC(=O)OC(C)C(=O)c1ccccc1 (stereo unspecified) | 0.6 | 5.9 | 8.5 | -3.1 | -13.4 | -5.8 | -33.9 | -5.0
O=C(COC(=O)CCNS(=O)(=O)c1ccccc1)NC(=O)c1ccccc1 | -1.9 | 13.8 | 8.4 | -3.5 | -4.0 | -2.6 | -3.0 | -1.9
Cc1ccc(CNc2cc(C(=O)O)ccc2C)s1 | -1.8 | 17.7 | -12.3 | 3.3 | 1.8 | -0.7 | -24.4 | -3.2
COc1ccc(Cl)cc1-c1n[nH]c(=S)n1C1CCCCC1 | 0.6 | 9.7 | 9.7 | -7.3 | 8.3 | 7.7 | 10.6 | 5.4
COc1ccc(S(=O)(=O)N2CCOCC2)c(C)c1C | -0.2 | 3.0 | -4.2 | -7.1 | -10.6 | 5.6 | 3.3 | -1.2
Cc1ccc2c(C)c(C(=O)Nc3ccc(S(=O)(=O)Nc4onc(C)c4C)cc3)oc2c1 | 0.8 | 0.7 | 0.1 | -20.6 | -6.0 | 3.3 | -20.0 | -10.9
O=c1nc2ccccc2c(NS(=O)(=O)c2ccc(Cl)cc2)n1-c1ccccc1 | 0.0 | -7.7 | 8.1 | -4.3 | 2.1 | -9.9 | 10.8 | -11.7
O=C(COc1ccccc1C(=O)NCc1ccccn1)Nc1ccc(Br)cc1 | -1.9 | 10.2 | 11.8 | -5.6 | -0.2 | -3.9 | -2.7 | 3.8
CNC(=O)n1cc(C)c(-c2cccs2)n1 | -2.7 | 6.2 | 2.4 | -10.5 | 2.5 | 2.0 | -1.8 | 6.6
CC1CCCCC12NC(=O)N(CC(=O)NCCc1ccccn1)C2=O (stereo unspecified) | -2.8 | -8.3 | -11.2 | -0.4 | -4.0 | -1.3 | 0.4 | 8.5
COc1cccc(-c2cc(C(=O)N3CCc4ccccc4C3)[nH]n2)c1 | 7.9 | 0.5 | 8.7 | 11.0 | 0.5 | -24.7 | -16.0 | -5.3
O=C(O)CCC(=O)N(Cc1cccs1)Cc1cccs1 | -1.2 | -7.8 | 1.6 | -0.6 | -2.8 | -8.7 | 1.7 | -0.8
Cc1ccc(CNC(=O)C2CCC(=O)N2CCc2ccccc2)cc1 (stereo unspecified) | -5.0 | 8.1 | -5.5 | -3.3 | -7.3 | 2.9 | -6.0 | 4.5
Cc1c(C(=O)O)sc2nc(/C=C/c3cccc(O)c3)[nH]c(=O)c12 | -2.1 | 11.2 | 7.8 | -4.5 | 11.5 | -1.4 | -17.8 | 1.7
COCCn1c(C)cc(C(=O)COc2ccc(C)nc2[N+](=O)[O-])c1C | -0.9 | 0.0 | 9.5 | -9.8 | -14.7 | -4.8 | 6.7 | -0.4
COc1ccc(/C=C(\C#N)C(=O)Nc2cc(C)c(Cl)cc2OC)cc1O | -3.5 | -13.6 | 4.0 | -2.5 | 13.5 | 9.8 | 0.1 | 16.8
CN(CC(=O)Nc1ccc(S(=O)(=O)N2CCCC2)cc1)CC(=O)Nc1cccc(F)c1 | -1.5 | -7.7 | 3.7 | -9.3 | 2.2 | 7.1 | 34.2 | 9.3
O=C(NCc1cccs1)C1CCN(S(=O)(=O)N2CCCC2)CC1 | -2.7 | 4.8 | 6.2 | 5.7 | -8.5 | -7.6 | 3.9 | 1.7
Clc1cccc2c1CCN(Cc1nc(-c3cnccn3)no1)C2 | 0.6 | 3.4 | -7.2 | -3.4 | -1.1 | -1.1 | 2.1 | 7.9
Cc1cc(C)cc(C(=O)NCC(=O)N2CCN(c3cccc(Cl)c3)CC2)c1 | 0.9 | -6.9 | 22.6 | -7.4 | 7.4 | 0.0 | 23.9 | 4.7
NC(=O)c1ccc(=O)n(C2OC(CO)C(O)C2O)c1 (stereo unspecified) | x | x | 1.6 | 3.6 | -0.8 | 1.6 | 5.8 | x
CC1=C(C)/C(=N\OS(=O)(=O)c2ccc(C)cc2)C=CC1=O | x | x | 76.3* | -5.1 | 6.8 | 54.6* | -1.0 | x
O=C(NC1CCCCC1)C(c1ccc(Cl)cc1)N1CCC2(CC1)OCCO2 (stereo unspecified) | -3.2 | 14.4 | 6.4 | -3.5 | -3.3 | -2.2 | 9.8 | 4.3
COc1cccc(/C=N/N2CCN(c3ccc(Cl)cc3)CC2)c1OC | -2.3 | 12.3 | -0.5 | -8.8 | 6.6 | -7.7 | 4.7 | -10.0
CCOC(=O)N1CCN(C(=O)Cn2cc3c(n2)CCCC3)CC1 | -3.9 | -1.4 | -16.1 | 3.1 | -3.2 | 1.4 | -36.0 | 3.1
CN(C)c1cc2c3ccccc3n(C)c2cc1N | x | x | -4.3 | -4.8 | -1.6 | -3.6 | 4.1 | x
COc1ccc(C(=O)NNC(=O)Cc2ccc(Cl)cc2)cc1 | -1.1 | -9.7 | 0.6 | -5.0 | 20.2 | 4.0 | 0.8 | -15.1
OC(CN1CCOCC1)CN1CCOCC1 | -4.6 | 7.2 | 12.3 | -5.9 | -3.9 | 0.4 | -1.5 | 9.6
CC1(C)Oc2ccc3ccc(=O)oc3c2/C(=C/N)C1=O | -0.9 | -8.8 | -3.6 | -2.8 | -0.3 | 0.0 | -1.0 | -17.6
COc1cc(NC(=S)N2CCCC(CO)C2)c(OC)cc1Cl (stereo unspecified) | -0.9 | 12.2 | 4.8 | -5.6 | -1.4 | -0.8 | 39.6 | 6.7
Cc1cccc(CCNC(=O)C2CCN(S(=O)(=O)c3cccc4nsnc34)CC2)c1 | -5.2 | 19.2 | 16.3 | 7.8 | 6.1 | -0.4 | -3.2 | 4.9

Entries of single compounds, looked up by structure. Values in the order: APJ agonist	APJ antag	CCR6 antagonist	ATG4B inhibitor	EBI2 antag	CXCR6 inh	Gli-Sufu block	UBC13 inh
Cc1c(C(=O)O)sc2nc(/C=C/c3cccc(O)c3)[nH]c(=O)c12 in the list: -2.1	11.2	7.8	-4.5	11.5	-1.4	-17.8	1.7
COCCn1c(C)cc(C(=O)COc2ccc(C)nc2[N+](=O)[O-])c1C in the list: -0.9	0.0	9.5	-9.8	-14.7	-4.8	6.7	-0.4
COc1cccc(/C=N/N2CCN(c3ccc(Cl)cc3)CC2)c1OC in the list: -2.3	12.3	-0.5	-8.8	6.6	-7.7	4.7	-10.0
COc1ccc(C(=O)NNC(=O)Cc2ccc(Cl)cc2)cc1 in the list: -1.1	-9.7	0.6	-5.0	20.2	4.0	0.8	-15.1
Cc1cc(C)cc(C(=O)NCC(=O)N2CCN(c3cccc(Cl)c3)CC2)c1 in the list: 0.9	-6.9	22.6	-7.4	7.4	0.0	23.9	4.7
